# Screens as filed in PubChem.
# Cycloheximide cs – affects cycloheximide protein synthesis inhibition readout, counter-screen; cell reporter, cycloheximide protein synthesis inhibition counterscreen; max response, %; 300,000 compounds, 12% hits; in the data active = max response mostly above about 13%, no sharp cut-off; inactive = mostly below about 14%; note: read at 38.3 µM for the half of the compounds with a filed dose; 0% is about no effect
# Shiga inhibitor – blocks Shiga toxin action in Vero cells; Vero cells, Shiga toxin protein synthesis inhibition reporter; inhibition, % at 38.7 µM; 290,000 compounds, 9.2% hits; AID 2315; in the data active = inhibition mostly above about 28%, no sharp cut-off; inactive = mostly below about 43%; note: 0% is about no effect
# LmPK inhibitor – inhibitors of Leishmania mexicana pyruvate kinase; purified LmPK, Kinase-Glo ATP luminescence, 1 h; Potency, µM (titrated, usually from 57.5 µM), for the others: at the highest dose activity change, negative = inhibition, most hits filed as inhibitors; Q27686; 290,000 compounds, 0.37% hits; note: potency is the fitted concentration of half-maximal effect; % is set by controls: 0 for no effect and ±100 for the full control effect
# Target sequence (Q27686 whole entry, looked up): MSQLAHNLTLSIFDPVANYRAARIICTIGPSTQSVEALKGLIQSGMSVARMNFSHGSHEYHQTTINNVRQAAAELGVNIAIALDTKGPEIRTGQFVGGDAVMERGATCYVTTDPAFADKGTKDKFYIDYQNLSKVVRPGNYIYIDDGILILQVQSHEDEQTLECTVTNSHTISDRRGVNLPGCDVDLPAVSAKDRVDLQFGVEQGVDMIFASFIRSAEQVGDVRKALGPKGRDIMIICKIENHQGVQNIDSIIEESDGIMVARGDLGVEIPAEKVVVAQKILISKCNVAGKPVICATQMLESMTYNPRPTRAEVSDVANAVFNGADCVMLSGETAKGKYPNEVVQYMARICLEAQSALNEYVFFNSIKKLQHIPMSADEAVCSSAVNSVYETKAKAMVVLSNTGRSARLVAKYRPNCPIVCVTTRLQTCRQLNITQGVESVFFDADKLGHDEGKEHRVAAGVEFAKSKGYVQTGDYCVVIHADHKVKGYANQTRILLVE
#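 ATP generated from ADP (0.1 mM) and PEP (0.5 mM) by 0.1 nM LmPK over 1 h at room temperature (pH 7.2 imidazole buffer) was detected by coupled luciferase luminescence. Values were normalized to uninhibited and no-enzyme wells.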
# AmpC no deterg – AmpC beta-lactamase inhibition without detergent. Potency, µM (series often up to 57.1 µM), inactives show at the top dose activity change, negative = inhibition, hits mostly inhibitors. P00811. AmpC nitrocefin hydrolysis, absorbance 480 nm, 0.0001% Triton. 330,000 compounds, 0.52% hits;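 note: potency is the fitted concentration of half-maximal effect; plate controls were no compound for no effect and no enzyme for full effect; nearly all actives have a fitted effect of over 20% in size; some results filed as inactive show a strong effect at the top dose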
# Target sequence (P00811 whole entry, looked up): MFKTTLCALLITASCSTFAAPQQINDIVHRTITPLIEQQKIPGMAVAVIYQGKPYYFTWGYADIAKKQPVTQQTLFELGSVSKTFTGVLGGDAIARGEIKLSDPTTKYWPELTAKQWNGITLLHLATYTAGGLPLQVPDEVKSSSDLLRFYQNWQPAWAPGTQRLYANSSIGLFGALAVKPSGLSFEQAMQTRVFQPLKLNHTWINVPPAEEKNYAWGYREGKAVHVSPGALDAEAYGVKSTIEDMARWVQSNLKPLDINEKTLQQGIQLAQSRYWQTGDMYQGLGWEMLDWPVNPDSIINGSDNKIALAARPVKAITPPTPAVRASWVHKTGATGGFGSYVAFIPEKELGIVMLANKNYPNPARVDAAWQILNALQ
#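 AmpC (5.3 nM in the dispensed reagent) in 20 mM phosphate pH 7.0 with 0.01% (detergent screen) or 0.0001% Triton X-100 was preincubated with compounds for 15 min at room temperature. Nitrocefin was then added from an 800 uM solution, and hydrolysis was followed at 480 nm.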
# Pf growth 96h – P. falciparum growth inhibition at 96 hour, primary screen for plastid delayed-death inhibitors. AID 504834. Potency, µM (top dose mostly 28.7 µM), for inactives: at the top dose activity change, negative = inhibition, actives largely listed as inhibitors. 320,000 compounds, 6.9% hits. P. falciparum luciferase reporter growth, 96 h; note: potency is the fitted concentration of half-maximal effect; % is set by controls: 0 for no effect and ±100 for the full control effect
#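 P. falciparum expressing integrated firefly luciferase, in erythrocytes at 2% hematocrit, 0.05% parasitemia, incubated with compounds 96 h at 37 C, 5% CO2. Growth inhibition read as loss of luminescence; two-generation exposure targets delayed-death apicoplast inhibitors.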
# Pf growth 48h – P. falciparum growth inhibition at 48 hours (one generation). P. falciparum luciferase growth in erythrocytes, 48 h. Potency, µM (doses to about 28.7 µM), for the others: at the top dose activity change, negative = inhibition, usual class: inhibitors. 310,000 compounds, 5.9% hits; note: potency is the fitted concentration of half-maximal effect; % is set by controls: 0 for no effect and ±100 for the full control effect
#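 Growth was read as firefly luciferase luminescence after a 48 h, 37 C, 5% CO2 exposure of compounds to reporter-bearing P. falciparum cultures (0.1% parasitemia, 2% hematocrit final) in Albumax-supplemented RPMI 1640.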
# Tb PYK inh – T. brucei pyruvate kinase inhibition. Q57TT1. TbPYK enzyme, Kinase-Glo Plus ATP luminescence, 45 min. Potency, µM (titrated, usually from 76.8 µM), for inactives: at the highest dose activity, negative = inhibition, actives largely listed as inhibitors. 410,000 compounds, 0.12% hits. AID 624173; note: potency is the fitted concentration of half-maximal effect; % is set by controls: 0 for no effect and ±100 for the full control effect; nearly all actives have a fitted effect of over 50% in size
#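 Luminescent Kinase-Glo Plus end-point after 45 min room-temperature reaction of T. brucei pyruvate kinase started with 130 uM ADP (final). Buffer TEA 50 mM pH 7.2 with KCl, MgCl2, BSA, Tween-20; titration-based qHTS with fitted concentration-effect curves.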
# * marks the source's active call; other numbers are inactive results; ? = inconclusive; nt = not tested or not shown; & = joins results of further samples; [ ] = dose if it differs, or a comment. Unless noted, calls come from the whole dose curve; as a rule, active = well fitted curve in the direction sought with a large enough effect; inconclusive = small, poorly fitted or top-dose-only effect, or another doubt; inactive = no such curve, though single readings can be large; an effect the other way counts as inactive or inconclusive. Hits appear at their usual frequency (roughly 22% active in at least one column).
no.	Molecule	Cycloheximide cs	Shiga inhibitor	LmPK inhibitor	AmpC no deterg	Pf growth 96h	Pf growth 48h	Tb PYK inh
1	Cc1cc(C)n(-c2nc(NCCO)c3c4c(sc3n2)CCCC4)n1	24*	26	5%	114%[activator]	-8%	?	-10%
2	CC(=O)N[C@H]1[C@H](OCc2ccccc2F)O[C@H](COC(C)=O)[C@@H](OC(C)=O)[C@@H]1OC(C)=O	3	-4	-5%	-11%	12%	-3%	-2%
3	CC(=O)Nc1ccc(N(C)S(C)(=O)=O)cc1	1	-18	1%	-2%	37%	nt	5%
4	CCc1ccc(C(=O)NN=C2CCCCCC2)s1	33*	50*	-2%	-21%	-9%	16%	-6%
5	COc1cccc(NC(=O)NCCc2ccc(Cl)cc2)c1	24*	54	1%	-16%[2.29 µM]	-13%	?	-7%
6	O=C(/C=C/c1c(Cl)cccc1Cl)N1CCOCC1	15	nt	5%	-16%	2%	12%	-2%
7	O=C(Nc1cc(Cl)cc(Cl)c1)c1cccnc1	-3	nt	9%	-10%	19%	?	-5%
8	C/C(=C\C(=O)c1cccnc1)Nc1ccc(O)cc1	28*	26*	5%	-25%	-20%	nt	-6%
9	Cc1ccc(-c2nnc3ccc(SC(C)C(=O)O)nn23)cc1 (stereo not drawn)	-1	-9	-16%	-8%	37%[activator]	6%	?
10	O=C(c1cc2ccccc2c(=O)o1)N1CCCc2ccccc21	17*	50	2%	-13%	?	-15%	-1%
11	O=[N+]([O-])c1ccccc1S(=O)(=O)N1CCN(Cc2ccsc2)CC1	4	42	-1%	-10%	-7%	-19%	-9%
12	OCCOc1ccccc1	nt	nt	nt	-9%	0%&-10%	-14%&5%	-1%&-4%&8%
13	CCOC(=O)C1(Nc2nccs2)Sc2ccccc2NC1=O (stereo not drawn)	1	-6	3%	-31%	?	nt	0%
14	CCCCNC(=O)C1CCN(Cc2ccccn2)CC1	-4	-23	-3%	-6%	54%[activator]	1%	2%
15	Cc1c(O)ccc(C(=O)CN2CCN(c3ccccc3F)CC2)c1O	11	21	-3%	-42%	?	-21%	-1%
16	COc1ccc(/C=N\NC(=O)c2cc3c(ccc4ccccc43)o2)cc1O	7	11	-16%	26%	?	-16%	31%[activator]
17	Cc1ccc(CC2CC(=O)N(C(Cc3ccccc3)C(=O)O)C2=O)cc1 (stereo not drawn)	0	53	-4%	-10%	0%	1%	-3%
18	CCN(CC)Cc1ccccn1	-1	-8	1%	-4%	?	?	4%
19	CCc1cc2cccc(C)c2nc1SCC(=O)NNC(=O)c1ccco1	-3	-5	4%	?	37%	3%	1%
20	Cc1ccc(Nc2nc(N)nc(CN3CCN(Cc4ccc5c(c4)OCO5)CC3)n2)cc1C	0	-5	3%	106%[activator]	22%	?	-7%
21	O=C(Nc1ccccc1N1CCOCC1)c1cccc(NS(=O)(=O)c2ccc(F)c(F)c2)c1	-2	3	2%	-26%	21%	-17%[5.75 µM]	15%
22	CCCOc1ccc(C(=O)N2CCN(Cc3ccc4c(c3)OCO4)CC2)cc1	2	2	-2%	109%[activator]	265%[activator]	-1%	-4%
23	O=C(CCSc1ccc(F)cc1)NNC(=O)c1ccc([N+](=O)[O-])cc1	nt	nt	nt	-23%	-11%	-26%	7%
24	CCN(CC)C(=O)C1CCCN(Cc2nc(-c3cnccn3)no2)C1 (stereo not drawn)	9	-2	8%	1%	?	39%[activator]	0%
25	O=C(CCS(=O)(=O)c1ccc(Br)s1)N1CCc2ccccc21	-3	19	8%	-27%	-22%	?	-4%
26	O=C(NC(=S)NCc1nc2ccccc2[nH]1)c1ccccc1F	45*	105*	2%	-35%	438%[activator]	484%[activator]	4%
27	Cc1ccc(N(C(C)C(=O)Nc2ccc3c(c2)OCO3)S(C)(=O)=O)cc1 (stereo not drawn)	5	8	-3%	-28%	nt	14%	?
28	Cc1noc(C)c1C(=O)Nc1nc2ccccc2s1	nt	nt	nt	-10%	131%[activator]	128%[activator]	-1%
29	CCOC(=O)c1ccc(CS(=O)c2ccc(Cl)cc2)o1 (stereo not drawn)	25*	21	8%	-10%	?	7%	-3%
30	CCn1cc(C(=O)N(C)c2ccc(OC)cc2)c2cc(OC)c(OC)cc2c1=O	-1	15	1%	27%	6%	-8%	-4%
31	Cc1cc(C)c(NC(=O)CN(C)C(=O)CNC(=O)c2cccs2)c(C)c1	nt	nt	nt	-8%	-22%	1%	-14%
32	CC1CCc2c(C(=O)Nc3ccc(N4CCOCC4)cc3)csc2C1 (stereo not drawn)	3	21	-5%	-4%	?	-15%	-1%
33	O=C(NCC(=O)N1CCc2ccccc2C1)c1ccc(Cl)cc1Cl	13	14	-1%	-4%	3%	23%	1%
34	CCOC(=O)CSc1nc2c(sc3ccc([N+](=O)[O-])cc32)c(=O)n1Cc1ccco1	32*	43*	-1%	-47%	33%[activator]	6.6µM*	8%
35	O=C1CN(C(=O)CSc2nnc(C3CC3)n2-c2ccccc2)c2ccccc2N1	22	-16	7%	11%	-13%	-9%	4%
36	COc1ccc(N2C(=O)CC(SCC(=O)O)C2=O)cc1 (stereo not drawn)	-2	-10	1%	-8%	-1%	-7%	3%
37	O=C(Nc1cccnc1)c1cccc(S(=O)(=O)N2CCc3ccccc32)c1	5	-4	2%	-27%	3.3µM*	10µM*	2%
38	Cc1ccc(/C=N/NC(=O)C2CCN(Cc3ccc(F)cc3Cl)CC2)o1	1	-5	1%	-13%	-13%	5%	-4%
39	CCOc1cc(C(N)=O)cc(Cl)c1OCc1ccccc1	-1	-2	0%	2%	15%	-1%	-3%
40	COc1ccc2nc(C)c3c(c2c1)OC(C(C)(Cl)Br)C3 (stereo not drawn)	-3	-17	4%	25%	-2%	3%	3%
41	O=C(N/N=C/c1ccc(O)cc1)/C(=C/c1ccc([N+](=O)[O-])cc1)NC(=O)c1ccccc1	6	3	-2%	-41%	nt	nt	-4%
42	Cc1ccc(S(=O)(=O)N2CCCCC2)cc1NC(=O)COC(=O)Cc1ccc(Cl)cc1	-1	7	3%	-15%	44%[activator]	5%	-1%
43	CC(C)C(=O)Nc1ccc(S(=O)(=O)Nc2nccc(/C=C/c3ccccc3)n2)cc1	-3	-3	3%	?	18%	11%	16%
44	O=c1c2ccccc2nc2c3ccccc3c(NCc3ccccn3)nn12	2	-10	-1%	-24%	63%[activator]	-13%	-5%
45	COc1ccc(/C=C2/SC(=S)N(Cc3ccccc3)C2=O)cc1O	13	120*	-3%	-31%	?	8.3µM*	2%
46	Cc1ccc(NC(=O)c2ccc(Cn3cc(Cl)cn3)o2)c(C)c1	2	-5	-2%	12%	?	10%	nt
47	C=CCOc1ccc(CNc2nccs2)cc1	22*	55*	-3%	-24%	?	78%[activator]	1%
48	Cc1cc(C)c(S(=O)(=O)N2CCCCC2)c(C)c1N(C)S(=O)(=O)c1ccccc1	1	21	1%	-28%	?	?	-2%
49	O=C(NCCN1C(=O)S/C(=C\c2ccccc2Cl)C1=O)C1=COCCO1	nt	nt	nt	-19%	-3%	?	3%
50	Cc1cc(Br)ccc1NC(=O)C(C)c1ccc([N+](=O)[O-])cc1 (stereo not drawn)	1	-13	0%	-29%	?	?	-5%
51	OC(CNCC1COc2ccccc2O1)COCc1cccs1 (stereo not drawn)	1	19	3%	-1%	25%	-27%	-6%
52	CCC(C)NC(=O)c1cnn2c1NC(c1ccc3c(c1)OCO3)CC2C(F)(F)F (stereo not drawn)	-3	26	1%	48%	-4%	-17%	2%
53	S=C(NCc1ccccc1)N1CCCCC1	-2	21	0%	-9%	-12%	0%[5.75 µM]	0%
54	COCCCNC(=S)NC(=O)c1ccc(C)cc1	78*	123*	-1%	-9%	3%	197%[activator]	-4%
55	CC(=O)OCCC(NS(=O)(=O)OCC(Cl)(Cl)Cl)c1ccccc1 (stereo not drawn)	-1	-5	-4%	-50%	87%[activator]	47%[activator]	-6%
56	O=C(Nc1ccc2oc(-c3ccccc3)nc2c1)c1ccc2c(c1)OCCO2	15	43*	-1%	-32%	101%[activator]	8%	17%
57	Cc1ccc2[nH]c(=O)c(CN(CC3CCCO3)C(=O)c3ccncc3)cc2c1 (stereo not drawn)	-3	-15	-2%	1%	-4%	?	-2%
58	O=C(Nc1ccc(NC(=O)C2CC2)nc1)c1ccccc1F	24*	79*	-8%	-4%	-25%	84%[activator]	-6%
59	Cn1nnnc1Sc1ncnc2scc(-c3cc4ccccc4o3)c12	nt	nt	nt	-34%	?	4.1µM*	-6%
60	Cc1cc(C)cc(-n2c(=O)c3sccc3n(CC(=O)NCc3ccco3)c2=O)c1	4	16	4%	-25%	?	107%[activator]	-2%

# A draw from above in order of heavy-atom count, smallest number first:
no.	Molecule	Cycloheximide cs	Shiga inhibitor	LmPK inhibitor	AmpC no deterg	Pf growth 96h	Pf growth 48h	Tb PYK inh
46	Cc1ccc(NC(=O)c2ccc(Cn3cc(Cl)cn3)o2)c(C)c1	2	-5	-2%	12%	?	10%	nt
37	O=C(Nc1cccnc1)c1cccc(S(=O)(=O)N2CCc3ccccc32)c1	5	-4	2%	-27%	3.3µM*	10µM*	2%
57	Cc1ccc2[nH]c(=O)c(CN(CC3CCCO3)C(=O)c3ccncc3)cc2c1 (stereo not drawn)	-3	-15	-2%	1%	-4%	?	-2%

# Carrying on:
no.	Molecule	Cycloheximide cs	Shiga inhibitor	LmPK inhibitor	AmpC no deterg	Pf growth 96h	Pf growth 48h	Tb PYK inh
61	O=C(O)c1ccc2c(c1)N(Cc1cccc(F)c1)C(=O)CS2	-1	15	1%	-9%	22%	nt	1%
62	COc1ccc(N2CCN(C(=O)c3ccc4c(c3)CCN4S(=O)(=O)c3ccccc3)CC2)cc1	10	-2	0%	104%[activator]	3%	2%	-11%&-13%
63	CCCC(=O)OCC(=O)NCc1ccc(Cl)cc1	8	-15	-1%	-20%	7%	8%	4%
64	COc1ccc(NC(=O)C2CC(=O)n3cnnc3S2)cc1 (stereo not drawn)	-6	-15	12%	8%	nt	-5%	-23%
65	CCOC(=O)c1c(-c2ccc(OC)cc2)csc1NC(=O)COc1ccc2c(C)cc(=O)oc2c1	2	-12	1%	-17%	-19%	13%	-2%
66	CN(C)C1(CNCC(O)c2ccccc2)CCCCC1 (stereo not drawn)	-4	-9	0%	-16%	-1%	-2%	25%
67	COC(=O)c1ccc(N)c(CS(=O)(=O)c2ccc(Cl)cc2)c1	3	-4	0%	-18%	3%	13%	-1%
68	Cc1ccc(O)c(-c2cc(C(=O)Nc3ccc(S(=O)(=O)N4CC(C)OC(C)C4)cc3)[nH]n2)c1 (stereo not drawn)	5	-9	10%	-31%	292%[activator]	0.52µM*	7%
69	COc1cc(Sc2ccc(C)cc2)c(OC)cc1N	-2	-16	-7%	-10%	-32%	?	-12%
70	CCOc1ccc(N2CC(C(=O)NCc3ccc(F)cc3)CC2=O)cc1 (stereo not drawn)	1	20	-1%	-1%	33%[activator]	-5%	-8%
71	CC(NC(=O)C1CCC1)c1ccc2c(c1)OCO2 (stereo not drawn)	-5	-21	3%	-19%	nt	6%	3%
72	COc1ccc(C(=O)c2cn[nH]c2-c2ccc(C)cc2O)cc1	-2	-5	-10%	-38%	-8%	-13%	8%
